# Screens: PubChem BioAssay, several laboratories
# S1P3 antag = blocks the human S1P3 receptor. Q99500. CHO S1P3 NFAT-BLA reporter, FRET fluorescence, antagonist mode. inhibition, % at 4.98 µM. 170,000 compounds, 0.27% hits. AID 485;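 active means inhibition above the plate cutoff, the mean inhibition of test wells on that plate plus 3 SD, cut at about 28% in these data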;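 further: cells challenged with S1P at its EC80 of 0.8 µM; blue over green emission ratio from cleaved BLA substrate after 4 h stimulation; 0% = S1P-stimulated wells and 100% = unstimulated DMSO-only wells; some compounds past the cut are filed as inactive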
# Target sequence (Q99500 whole entry, looked up): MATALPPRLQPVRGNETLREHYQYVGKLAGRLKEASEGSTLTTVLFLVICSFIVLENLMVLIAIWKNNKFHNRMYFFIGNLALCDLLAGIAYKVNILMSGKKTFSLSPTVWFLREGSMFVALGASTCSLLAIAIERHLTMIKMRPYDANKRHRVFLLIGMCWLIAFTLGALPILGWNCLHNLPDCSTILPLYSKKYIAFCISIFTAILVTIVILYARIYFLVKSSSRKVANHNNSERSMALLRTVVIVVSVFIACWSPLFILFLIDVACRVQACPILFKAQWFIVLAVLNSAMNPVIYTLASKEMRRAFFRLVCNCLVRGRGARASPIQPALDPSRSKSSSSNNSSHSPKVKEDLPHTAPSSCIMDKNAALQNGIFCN
# PPARg SRC2 recr = promotes SRC-2 coactivator recruitment by human PPARgamma. P37231. PPARgamma LBD-SRC-2 recruitment, biochemical. activation, % at 8 µM. 200,000 compounds, 0.34% hits. AID 1032; in the data active means activation above about 22%;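 further: 0% = vehicle and 100% = reference agonist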
# Target sequence (P37231 whole entry, looked up, the tested form may be a part): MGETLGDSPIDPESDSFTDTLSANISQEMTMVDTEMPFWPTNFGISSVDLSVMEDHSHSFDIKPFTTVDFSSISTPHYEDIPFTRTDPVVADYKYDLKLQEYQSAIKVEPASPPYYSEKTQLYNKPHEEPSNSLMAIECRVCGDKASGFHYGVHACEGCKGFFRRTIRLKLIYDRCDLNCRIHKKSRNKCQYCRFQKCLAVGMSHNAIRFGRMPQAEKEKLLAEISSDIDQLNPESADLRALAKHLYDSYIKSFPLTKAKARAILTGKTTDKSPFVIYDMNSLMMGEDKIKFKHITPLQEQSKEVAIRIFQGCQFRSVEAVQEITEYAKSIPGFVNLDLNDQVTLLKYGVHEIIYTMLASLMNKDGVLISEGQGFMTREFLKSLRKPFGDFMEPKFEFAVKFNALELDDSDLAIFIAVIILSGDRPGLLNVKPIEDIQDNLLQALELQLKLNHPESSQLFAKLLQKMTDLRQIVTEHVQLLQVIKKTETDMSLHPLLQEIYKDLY
# HMGR II inh = E. faecalis class II HMG-CoA reductase inhibition. 190,000 compounds, 0.41% hits. inhibition, % at 10 µM. purified E. faecalis HMGR, NADPH absorbance 340 nm kinetic;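 active means inhibition above a set limit, the median over all tested compounds plus 3 SD, cut at about 9.5% in these data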;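 further: enzyme runs in reverse so mevalonate oxidation gives rising NADPH absorbance; 0% = complete reaction with DMSO and 100% = background rate lacking mevalonate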
# PPARg SRC1 recr = PPARgamma-driven SRC-1 recruitment agonism; activation, % at 8 µM; AID 631; PPARgamma-SRC-1 coactivator recruitment biochemical assay; P37231; 200,000 compounds, 0.41% hits; in the data active means activation above about 19%;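 further: 0% = DMSO and 100% = reference agonist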
# L major viab = inhibitors of Leishmania major promastigote growth. Leishmania major promastigotes, resazurin fluorescence viability. inhibition, % at 10 µM. 200,000 compounds, 9% hits; in the data active means inhibition above about 50%;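 further: promastigotes grown with compound for 44 hours at 28 °C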
# ROMK mod = modulators of human ROMK potassium channel. P48048. Tet-inducible ROMK, thallium flux fluorescence; actives lie on both sides. B-score at 10 µM. 130,000 compounds, 2% hits. AID 1918;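 active means signal ratio slope over the read window, or its plate-corrected B-score, at least 3 SD from the plate mean, either direction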;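 further: B-score of the F/F0 ratio slope over 7 to 12 s after thallium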
# PPARg SRC-3 ag = PPARgamma-driven SRC-3 recruitment agonism. P37231. biochemical PPARgamma/SRC-3 coactivator recruitment assay. activation, % at 8 µM. 200,000 compounds, 0.26% hits. AID 731; in the data active means activation above about 23%;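 further: 0% = DMSO and 100% = reference agonist; some compounds past the cut are filed as inactive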
# RAM inhibit = blocks the yeast RAM network; AID 868; inhibition, % at 50 µM; S. cerevisiae dse1pr::URA3 reporter, 5-FOA growth OD615, 2 d; analog-sensitive cbk1-as2 kinase mutant strain; 190,000 compounds, 1.8% hits;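 active means inhibition above a set limit, 3 SD over mean compound inhibition, cut at about 8.4% in these data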;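 further: 0% = DMSO-only wells with no growth and 100% = 10 µM 1-NA-PP1 full growth; inhibition rescues growth on 5-FOA so higher OD means more RAM inhibition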
# DTT redox prof = compounds producing H2O2 with reducing agent – biochemical, NIH compound library profiling, artefact control for MLSCN library redox annotation, primary screen. DTT-dependent redox cycling H2O2, phenol red/HRP absorbance; 100% = 100 µM peroxide control, 0% = buffer. activation, % at 10 µM. 200,000 compounds, 0.03% hits;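 active means activation of at least 50% relative to the plate's high and low controls in the primary single-dose screen; inactive means activation below 50%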;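 further: compound incubated with DTT at 0.8 mM final as the reducing agent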
# SRC2 TRFRET art = counter-screen for PPARgamma SRC-2 recruitment agonists: TR-FRET artefact | 200,000 compounds, 0.4% hits | TR-FRET ratio at 8 µM | AID 1049 | active compounds read high; in the data active means TR-FRET ratio above about 2000; further: inactives centre near 1500; reference of the scale not given here
# bIAP inhibitor = intestinal alkaline phosphatase (bovine) inhibition | 190,000 tested, under 10 active | purified bovine IAP, CDP-star luminescence, 30 min | inhibition, % at 20 µM | AID 1019;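 active means over 50% inhibition of intestinal alkaline phosphatase at 20 µM in the single-dose screen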
#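 Assay system: bovine IAP enzyme; medium: DEA buffer 100 mM, pH 9.8, with MgCl2 1.0 mM, ZnCl2 0.02 mM; doses: 20 µM single dose; incubation: enzyme reaction for 30 min at room temperature; detection: CDP-star luminescence signal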
# * hit, by the source's call; / = no result given.
SMILES,S1P3 antag,PPARg SRC2 recr,HMGR II inh,PPARg SRC1 recr,L major viab,ROMK mod,PPARg SRC-3 ag,RAM inhibit,DTT redox prof,SRC2 TRFRET art,bIAP inhibitor
COCCNC(=O)c1ccc(N2CCCCC2)c(NS(=O)(=O)c2ccc(C)cc2)c1,11,1,-2,2,22,/,-6,2.0,-1.3,1379,-3
COc1ccc(CN(C)C(C)C(=O)Nc2ccc([N+](=O)[O-])cc2Cl)cc1OC (centres undefined),-6,-1,-5,-4,5,/,2,0.0,0.3,1383,12
COc1ccc(S(=O)(=O)N2CCCC2C(=O)Nn2cnnc2)cc1 (centres undefined),8,3,-5,3,-5,/,-1,0.1,-1.8,1552,4
COc1ccc(OCCCc2c(C)n[nH]c2C)cc1,/,3,-1,-3,7,-0.78,-10,0.4,0.9,1478,38
N#Cc1c(Nc2ccccc2)c(/C=N/N=C/c2ccccc2)c[nH]c1=O,-13,-2,-6,-2,3,/,2,4.1,0.3,1394,/
C=CCn1c(SCC(=O)Nc2cc(C)on2)nc2sc(C)c(C)c2c1=O,/,7,-4,6,2,0.2,6,0.2,0.1,1736,14
C[C@@H](O)C1NC(=O)[C@H](CCCCN)NC(=O)c2cc([N+](=O)[O-])cc(I)c2NCCC[C@@H](C(N)=O)NC1=O (some centres undefined),-22,0,-2,8,-1,0.75,5,1.6,-0.3,1633,14
Cc1ccc(C(=O)/C=C/Nc2ccccc2C(N)=O)o1,42,13,-10,4,-7,/,2,0.4,2.3,1305,12
CC1=CC(=O)C=CC1(C)C(Cl)Cl (centres undefined),/,1,-5,0,-6,/,-1,0.4,-4.3,1245,6
COc1cc(C(=O)Nc2nc(OC)c(-c3ccccc3)c(OC)n2)cc(OC)c1OC,24,4,-2,4,3,/,2,3.1,-1.9,1579,4
O=C(NCc1ccco1)C1CCCCN1S(=O)(=O)c1ccc(F)cc1 (centres undefined),-17,5,4,5,-2,/,5,0.8,-0.5,1707,1
CSc1nnc(NC(=O)CCc2ccccc2)s1,/,2,-6,4,-6,/,9,2.4,0.1,1668,1
CCOC(=O)CSc1ccc2nnc(CCNS(=O)(=O)c3ccccc3)n2n1,0,5,4,-4,4,1.6,4,-0.1,0.3,1545,6
CS(=O)(=O)N1CCN(c2ccc([N+](=O)[O-])c(N3CCOCC3)c2)CC1,/,4,2,-2,8,-0.01,-1,1.6,-3.8,1479,22
COc1ccc(OCC(O)Cn2c(Nc3ccccc3)nc3c2c(=O)n(C)c(=O)n3C)cc1 (centres undefined),-15,6,2,10,-4,/,6,2.9,-2.2,1581,10
CS(=O)(=O)N(Cc1ccc(Cl)cc1)c1ccc(C(=O)N/N=C/c2cc3ccccc3nc2Cl)cc1,4,9,-8,-5,30,/,5,7.1,0.4,1499,1
COC(=O)c1sc(S(=O)(=O)N2CCC(C(N)=O)CC2)c(C(=O)OC)c1C,/,-3,0,8,-2,0.61,1,2.5,1.2,1416,-2
COc1cc2c(cc1NC(=O)c1ccccc1F)CCCC2,-22,3,-2,-6,-4,0.57,1,3.8,-0.3,1329,-23
Cc1cc2c(c(Sc3ccccc3)n1)C(=O)OC2,-7,-7,-5,-4,-12,0.011,-1,3.6,0.3,1838,8
O=C(NCc1ccco1)c1c[nH]c2ccc(S(=O)(=O)N3CCOCC3)cc2c1=O,/,12,1,4,2,/,8,1.8,1.5,1642,1
Cn1c(-c2ccc3c(c2)OCO3)cnc1NCc1cccc(O)c1,8,7,-8,7,63*,-0.012,7,1.9,-0.5,1709,4
CCCNC(=O)COC(=O)/C=C/c1ccc2c(c1)OCO2,5,0,-3,9,-7,/,2,2.1,-0.4,1424,-6
CN(C)CCNC(=S)Nc1ccc(-c2nc3ccccc3[nH]2)cc1,-2,8,1,11,-4,-0.19,1,1.9,-0.1,1661,-4
NS(=O)(=O)c1ccc(N2C(=O)C3CC=CCC3C2=O)cc1 (centres undefined),7,7,-7,6,-12,0.15,7,1.7,-0.6,1663,-12
CC(C)c1nnc(NC(=O)c2ccc3c(c2)OCO3)s1,-20,10,-2,4,0,0.61,4,3.0,-0.4,1767,-1
O=C(O)CCC(=O)NC(c1ccccc1)c1ccccc1,9,0,14*,0,-5,0.37,-4,1.6,-0.5,1429,-33
C#CCSc1nc(-c2ccccc2)cc(C(F)(F)F)c1C#N,/,8,3,6,-3,/,-7,6.7,1.9,1641,8
CCCc1nc2ccccc2c(=O)n1/N=C/c1ccc(O)c(O)c1,6,-9,0,-4,21,0.69,0,-0.3,-0.6,1511,-17
O=C(CCc1ccc(S(=O)(=O)N2CCOCC2)cc1)NCCCN1CCCC1=O,6,-8,-6,-18,0,-0.04,-6,2.8,-0.3,1434,7
CCOc1ccc(NC(=O)C2CCC(N3C(=O)C4CC=CCC4C3=O)CC2)cc1 (centres undefined),-5,3,1,7,3,-0.46,11,4.4,3.6,1670,0
COc1ccc(OCC(=O)N/N=C2\CCCc3ccccc32)cc1,-11,3,-2,2,-3,/,-1,0.9,0.4,1608,33
CCc1ccccc1N(C)C(=O)CCc1nc(-c2ccc(C)cc2)no1,-15,3,2,8,16,/,6,1.3,0.5,1590,-3
Cc1ccccc1N=Cc1cc2c(cc1O)OC(N)=C(C#N)C2c1ccccc1 (centres undefined),-3,9,-4,14,12,/,3,1.0,0.6,1668,13
COc1ccc(NC(=O)C(F)(OC)C(F)(F)F)c(OC)c1 (centres undefined),0,16,-1,-3,-4,/,3,0.2,0.6,1606,9
CC1=C(C(=O)N2CCOCC2)C(c2cc(C)ccc2C)NC(=S)N1 (centres undefined),6,7,-5,13,-3,-0.17,9,2.2,-0.8,1520,4
O=C(Nc1ccncc1)c1ccc(C(=O)Nc2ccncc2)cc1,-13,9,18*,3,1,1,2,-0.7,0.0,1618,-3
c1ccc(Nc2c3c(nc4ccccc24)CCC3)cc1,14,0,3,16,76*,-1.3,1,0.4,0.4,1631,17
O=C1NCCN1Cc1cccc(Cl)c1,38,5,-9,1,-4,/,6,0.7,-0.2,1598,16
CCN(CC)c1ccc(/C=N/NC(=O)c2cccc(S(=O)(=O)N3CCOCC3)c2)c(O)c1,-3,10,0,5,100*,0.7,5,0.6,0.0,1534,-16
CN1C=CC=C/C1=C1/SC(=S)N(Cc2ccccc2)C1=O,-6,-5,0,1,-6,-1.8,1,2.5,-0.1,1370,-12
CCNC(=O)NC(=O)COC(=O)CCCSc1nc2ccccc2s1,-10,5,2,-2,-4,0.18,-2,0.4,-0.2,1484,32
C=CCOC(=O)C1=C[C@H](c2cn(C(C)=O)c3ccccc23)C[C@H](OCCCCO)O1,1,-2,2,-2,8,/,2,0.5,2.5,1483,-16
O=c1c(-c2ccc(O)cc2O)coc2cc(O)cc(O)c12,4,0,0,-1,-4,/,2,2.0,0.5,1634,7
CC(/C=C/c1ccccc1)=N/NC(=O)CNC(=O)c1ccccc1F,-8,4,-5,7,1,-1.2,7,2.3,-0.8,1464,14
O=c1[nH]c(SCc2ccccc2Cl)nc2c1cnn2-c1ccccc1,-7,8,-6,10,-7,/,2,3.6,-0.5,1683,2

# Full records as entered above. Order of values: S1P3 antag	PPARg SRC2 recr	HMGR II inh	PPARg SRC1 recr	L major viab	ROMK mod	PPARg SRC-3 ag	RAM inhibit	DTT redox prof	SRC2 TRFRET art	bIAP inhibitor
# COc1ccc(OCC(=O)N/N=C2\CCCc3ccccc32)cc1 reads -11	3	-2	2	-3	/	-1	0.9	0.4	1608	33
# Cc1ccccc1N=Cc1cc2c(cc1O)OC(N)=C(C#N)C2c1ccccc1 (centres undefined) reads -3	9	-4	14	12	/	3	1.0	0.6	1668	13
# COc1ccc(NC(=O)C(F)(OC)C(F)(F)F)c(OC)c1 (centres undefined) reads 0	16	-1	-3	-4	/	3	0.2	0.6	1606	9
# O=C(Nc1ccncc1)c1ccc(C(=O)Nc2ccncc2)cc1 reads -13	9	18*	3	1	1	2	-0.7	0.0	1618	-3

# (cont.)
SMILES,S1P3 antag,PPARg SRC2 recr,HMGR II inh,PPARg SRC1 recr,L major viab,ROMK mod,PPARg SRC-3 ag,RAM inhibit,DTT redox prof,SRC2 TRFRET art,bIAP inhibitor
Cc1ccc(NC(=O)c2ccc([N+](=O)[O-])o2)cc1C,18,0,-3,4,100*,/,0,-1.3,-1.4,1708,-5
CCn1c(=S)[nH]c2cc(C(=O)O)ccc21,-12,7,2,13,-3,/,2,2.9,-0.3,1768,5
CC(C)CNc1nc(Oc2ccc(=O)[nH]n2)nc(N2CCOCC2)n1,16,8,-4,0,22,0.0055,1,0.0,-0.9,1617,-2
COC(=O)Cn1cc([N+](=O)[O-])nc1C,-7,3,-4,3,-1,1.4,-6,-0.1,-1.6,1534,3
Cc1cc(NC(=O)CSc2nc(C3CC3)nc3sc(C)c(C)c23)no1,/,2,1,2,2,0.95,6,3.1,0.4,1561,20
CC(C)CC(NC(=O)C1CCCCC1)C(=O)N1CCN(c2ccccn2)CC1 (centres undefined),/,-6,-9,0,30,-0.0037,-6,1.9,0.1,1380,5
CCOc1ccc(OCCN2CCCCC2)cc1,-12,4,-2,-9,1,0.39,0,1.2,-0.3,1353,21
CC1Cc2ccccc2N1C(=O)CSc1nc2ccccc2s1 (centres undefined),-7,1,-4,-1,10,/,-6,-0.6,0.7,1418,23
CCn1c2ccccc2c2cc(NC(=O)COC(=O)c3ccccc3F)ccc21,9,7,-6,2,-5,0.21,-1,3.8,-0.5,1591,-2
COC(=O)CSC(C(=O)Nc1ccc(C)c(C)c1)c1ccccc1 (centres undefined),/,8,1,4,-3,/,-1,2.0,2.5,1563,8
COCCN(CC(=O)Nc1cccc(C)c1)S(=O)(=O)c1ccc(S(=O)(=O)N2CCCC2)cc1,-4,4,0,4,-1,/,14,0.8,-0.7,1498,7
O=C(CSc1nnc(NC(=O)C2CC2)s1)NCc1ccco1,-6,3,-7,8,59*,/,4,0.0,-0.1,1849,-26
N#Cc1c(NC(=O)c2ccc(Cn3cc(Br)cn3)o2)sc2c1CCCCCC2,12,-3,-6,-4,12,/,8,5.2,-0.2,1413,5
COc1ccc(-c2cc(C(=O)Nc3c(C)n(C)n(-c4ccccc4)c3=O)no2)cc1,2,1,-3,1,14,0.21,2,2.9,-0.3,1523,-5
Nc1nnc(CCOc2ccc(Cl)cc2)s1,/,2,-6,3,-1,/,2,1.6,-0.5,1724,-2
Cc1nc2ccccn2c1/C(O)=C1\C(=O)C(=O)N(CCN2CCOCC2)C1c1cccs1 (centres undefined),-10,1,0,0,-3,0.73,0,0.9,-0.4,1403,0
COCCNC(=O)/C(C#N)=C/c1ccc(OCC(=O)NC2CCCCC2)cc1,-15,10,3,8,7,-1.3,7,1.1,0.2,1790,1
COc1cc(/C=c2\s/c(=C\C(=O)C(C)(C)C)[nH]c2=O)cc(OC)c1OC,16,7,-2,0,21,-0.94,2,8.8*,0.4,1677,1
COc1ccc(C(=O)Nc2nnc(-c3ccco3)s2)cc1,/,11,-3,9,19,0.24,3,2.1,1.0,1545,10
